Screening data from PubChem BioAssay.
LDHA block: qHTS assay for inhibitors of human lactate dehydrogenase; L-lactate dehydrogenase A chain (Homo sapiens), P00338; purified LDHA, NADH/diaphorase-resazurin fluorescence; active compounds read low; activity change, % (values are at about 110 or 230 µM); hit rate 0.15% among 480,000; in the data active = activity change below about -30%; inconclusive = mostly about -25% to -30%;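 also: plate controls were DMSO wells for no effect and wells without enzyme for full effect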
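Human LDH5 at 2 nM final in Tris HCl pH 7.4 with 0.06 mM NADH and 0.2 mM pyruvate, reacted 5 minutes at room temperature. Remaining NADH coupled via diaphorase/resazurin; resorufin fluorescence read at 0 and 20 minutes, normalized to enzyme-free and DMSO wells.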
12-LOX inh: Primary qHTS assay for inhibitors of human arachidonate 12S-lipoxygenase (ALOX12): Round 2 | Polyunsaturated fatty acid lipoxygenase ALOX12 (Homo sapiens), P18054 | hit rate 1.1% among 580,000 | purified 12hLO, xylenol orange hydroperoxide absorbance | Potency, µM (highest dose often 108 µM), for inactives: top-dose activity change, negative = inhibition, actives largely listed as inhibitors; active = well fitted inhibition curve with a large enough effect; inconclusive = small, poorly fitted or top-dose-only effect, or another doubt; inactive = no such curve, though single readings can be large or run the other way; also: potency is read from the fitted curve at half-maximal effect
Target sequence (P18054 whole entry, looked up): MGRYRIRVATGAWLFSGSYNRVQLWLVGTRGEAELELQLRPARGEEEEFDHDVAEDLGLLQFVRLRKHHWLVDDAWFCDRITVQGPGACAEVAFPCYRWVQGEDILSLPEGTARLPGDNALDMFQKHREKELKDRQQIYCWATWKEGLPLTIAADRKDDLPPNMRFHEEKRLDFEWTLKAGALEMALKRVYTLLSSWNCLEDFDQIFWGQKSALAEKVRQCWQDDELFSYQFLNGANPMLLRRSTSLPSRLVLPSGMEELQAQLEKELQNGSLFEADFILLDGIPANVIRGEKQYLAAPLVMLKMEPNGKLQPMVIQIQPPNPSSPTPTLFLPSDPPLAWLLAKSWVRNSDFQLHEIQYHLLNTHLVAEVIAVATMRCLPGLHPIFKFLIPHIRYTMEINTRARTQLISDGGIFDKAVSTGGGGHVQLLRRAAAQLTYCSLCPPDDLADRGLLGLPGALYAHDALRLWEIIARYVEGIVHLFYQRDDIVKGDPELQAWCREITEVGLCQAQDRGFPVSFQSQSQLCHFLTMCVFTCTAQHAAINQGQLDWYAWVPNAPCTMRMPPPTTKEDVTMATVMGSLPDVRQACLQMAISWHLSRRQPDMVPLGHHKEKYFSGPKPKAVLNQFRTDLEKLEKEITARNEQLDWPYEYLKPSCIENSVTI
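Purified human 12hLO at 150 nM in 25 mM Hepes, 0.01% Triton X-100, pH 7.0, preincubated 15 min at room temperature with compound. Reaction started with 40 uM arachidonic acid, 30 min at room temperature. Hydroperoxide measured by Fe-xylenol orange, 573/405 nm absorbance ratio.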
Active calls of the source: *; ? = inconclusive; [ ] = another dose, or the depositor's remark. Unless noted, % is scaled to controls: 0 for no effect and ±100 for the full control effect.

smiles,LDHA block,12-LOX inh
C/C=C/C=C/C(=O)NCc1ccc(C(=O)NC)cc1,-10,?
O/N=C/c1ccccc1I,0,10%
O=C(c1cc2cc(Cl)ccc2oc1=O)N1CCN(Cc2ccccc2)CC1,20,27%
CCOC(=O)c1cnc2ccccc2c1N1CCC(CNC(C)=O)CC1,-1,5%
COc1ccc(Cc2c(C(C)(C)C)nc3cc(C)c(Br)c(C)n23)c(C)c1,1,?
COc1cc(OC)c2c(C)c(CC(=O)Nc3nc4ccccc4[nH]3)c(=O)oc2c1,12,-6%
CC[N+](CC)(CC)CCCOC1CC(C)CCC1C(C)C (stereo unspecified),6,?
O=C(Cc1noc(C(=O)NCc2ccccc2)n1)Nc1cccc2ncccc12,-11,8%
O=C(Nc1ccccc1C(F)(F)F)c1ccccc1,6,-1%
O=C(CCC1NC(=O)c2ccccc2NC1=O)NC1CCCC1 (stereo unspecified),-5,-4%
CC(C#N)Sc1nnc2c(Cl)cc(C(F)(F)F)cn12 (stereo unspecified),5,21%
COc1ccccc1C(=O)Nc1ccc2oc(-c3ccccc3F)nc2c1,1,?
CC(C)=CCN1CCN(Cc2ccccc2)CC1,-3,18%
CCCCCCn1nc(C(=O)OCC(=O)Nc2ccccc2F)c2ccccc2c1=O,2,2%
CCCCOC(=O)COc1cc(O)c2c(=O)cc(-c3ccccc3)oc2c1,9,-6%
CCOCCSc1nnc(-c2nn(Cc3ccccc3)c(=O)c3ccccc23)o1,-3,28µM*
CCC(C)C(=O)Nc1nc(-c2c(C)[nH]c3ccccc23)cs1 (stereo unspecified),8,-27%
Cc1cccc(S(=O)Cc2ccc(C(=O)N3CCN(c4cccc(Cl)c4)CC3)o2)c1 (stereo unspecified),3,33%
CC(C)c1ccc(C(C)NC(=O)c2ccc(C(F)(F)F)nc2)cc1 (stereo unspecified),0,-3%
CCC1c2ccsc2CCN1C(=O)C1CCN(S(=O)(=O)c2ccc(C(C)=O)cc2)CC1 (stereo unspecified),14,-1%
CC(NC(=O)C1CCCC1)c1ccc(Cl)c(Cl)c1 (stereo unspecified),2,-8%
Cc1cc(-c2ccc(C)c(S(=O)(=O)Nc3c(C)cccc3C)c2)on1,1,0%
O=C1c2ccccc2C(=O)N1Cc1ccccc1,-9,13%
COC(=O)c1ccc(C)c(NC(=O)c2cnccn2)c1,8,?
COc1ccc(OCC(=O)NN=C(C)C)cc1,-6,15%
COc1cc(C#N)ccc1OC(C)C(=O)Nc1c(C)cc(C)cc1C (stereo unspecified),-3,10%
COC(=O)[C@]12CCCCC=C1N(CCC1=CCCCC1)C(=O)[C@H](CC(=O)NCc1cccs1)C2,2,2%
O=C1CCCC2=C1C(c1cc(Cl)ccc1OCc1ccc([N+](=O)[O-])cc1)C1=C(CCCC1=O)O2,-1,1%
C=CCOC(=O)C(C#N)c1nc2ccccc2nc1N1CCN(c2ccccc2)CC1 (stereo unspecified),-2,-40%
Cc1ccc(C(=O)c2ccccc2C(=O)N(C)Cc2cccs2)cc1C,-2,9%
CCn1ccc2cc(S(=O)(=O)N3CCC(C(=O)N4CCN(C)CC4)CC3)ccc21,1,?
O=C(NC1CCCCC1)C(c1ccnc2ccccc12)n1c(=O)c(-c2ccco2)nc2ccccc21 (stereo unspecified),6,?
CC(C)CC(=O)Nc1ccc(-c2csc(N)n2)cc1,0,-24%
Cc1cc(NC(=O)COc2ccccc2C(=O)c2cc(C#N)c(=O)n(C(C)C)c2)ccc1N1CCCC1,-7,?
Cc1ccccc1NC(=O)c1cnn2c1NC(C(=O)O)=CC2/C=C/c1ccccc1 (stereo unspecified),0,?
Cc1cc(C)c(NC(=O)c2ncoc2-c2cccc(Cl)c2)c(C)c1,-3,-48%
COc1ccc(/C=C2\N=C(c3ccccc3Br)NC2=O)cc1OC,16,1%
CCCCNC(=O)c1cccc(NC(=O)c2ccccc2C)c1,-8,11%
CCOc1ccc(-n2ccc(=O)c(C(=O)Nc3cc(C(F)(F)F)ccc3Cl)n2)cc1,-5,?
N#Cc1nc(COc2ccc(Cl)cc2)oc1N1CCCCC1,3,6%
COc1ccc(C)cc1NC(=O)/C=C/c1nc2ccccc2o1,8,0%
O=C(Nc1ccc(N2CCCCCC2)cc1)c1ccccc1SC1CCS(=O)(=O)C1 (stereo unspecified),12,?
CC(C)C[C@@H](COCc1cccc(C(F)(F)F)c1)N1CCN(C(=O)c2ccc(C(F)(F)F)cc2)CCC1=O,3,?
Cc1nc2cc(NC(=O)C(C)Oc3ccc(C#N)cc3)ccc2o1 (stereo unspecified),11,14%
COc1cc(C(=O)N2CC(=O)Nc3ccc(C)cc3C2c2ccccc2)cc(OC)c1OC (stereo unspecified),-1,24%
COc1cccc(Nc2nc3ccccc3nc2NS(=O)(=O)c2cccc(Cl)c2)c1,16,-8%
CN(C)C(=O)CN1CCN(C(C(=O)O)c2cn(CC(=O)O)c3cc(Cl)ccc23)CC1 (stereo unspecified),-15,?
Cc1ccc2c(=O)cc(C(=O)N(Cc3cccc(Cl)c3)C3CCS(=O)(=O)C3)oc2c1C (stereo unspecified),4,-16%
Cc1ccc(C(=O)C(C)OC(=O)c2cc3ccccc3[nH]2)cc1 (stereo unspecified),-8,-20%
CCCNC(=O)NC(=O)CN(Cc1ccc(C#N)cc1)C(C)C,-3,-22%
COC(=O)c1sccc1NC(=O)CCC(=O)O,-6,10%
CCS(=O)(=O)Nc1ccc(C2=NN(C(C)=O)C(c3ccco3)C2)cc1 (stereo unspecified),-3,-18%
Cc1cc2c(cc1C)CSC(c1cc(Br)cc(Br)c1O)SC2,1,?
Cc1cc(C)c(C(=O)C(C)Oc2ccc(C#N)cc2)cc1C (stereo unspecified),4,-1%
Cc1ccccc1C(=O)Nc1ccc(Cl)c(C(F)(F)F)c1,7,-11%
S=C(NCc1cccnc1)Nc1ccc(Br)cc1,-1,?
Cc1ccc(C)c(NC(=O)C2CCCN(S(=O)(=O)Cc3ccccc3Cl)C2)c1 (stereo unspecified),3,0%
Cn1c(=O)c2c(nc(N3CCCCC3)n2CC(=O)C23CC4CC(CC(C4)C2)C3)n(C)c1=O,-3,8%
O=C(NCCc1ccccn1)C1CCN(c2ccc(C(F)(F)F)cn2)CC1,-4,17%
O=C1NC[C@H](CCCCN2CCN(CCc3ccccc3)C(=O)C2=O)N(Cc2ccccc2)C1=O,-4,-3%

An excerpt of these results, with two lines to a compound.
Each structure is followed by: LDHA block, 12-LOX inh
CC[N+](CC)(CC)CCCOC1CC(C)CCC1C(C)C (stereo unspecified)
 : 6, ?
O=C(Cc1noc(C(=O)NCc2ccccc2)n1)Nc1cccc2ncccc12
 : -11, 8%

Arranged by heavy-atom count (falling): part of the list above
smiles,LDHA block,12-LOX inh
C=CCOC(=O)C(C#N)c1nc2ccccc2nc1N1CCN(c2ccccc2)CC1 (stereo unspecified),-2,-40%
Cc1cccc(S(=O)Cc2ccc(C(=O)N3CCN(c4cccc(Cl)c4)CC3)o2)c1 (stereo unspecified),3,33%
CCOCCSc1nnc(-c2nn(Cc3ccccc3)c(=O)c3ccccc23)o1,-3,28µM*
Cc1cc(-c2ccc(C)c(S(=O)(=O)Nc3c(C)cccc3C)c2)on1,1,0%
Cc1cc(C)c(NC(=O)c2ncoc2-c2cccc(Cl)c2)c(C)c1,-3,-48%
CC(C#N)Sc1nnc2c(Cl)cc(C(F)(F)F)cn12 (stereo unspecified),5,21%

(continued)
smiles,LDHA block,12-LOX inh
Cn1cc(C(=O)N2CCN(S(=O)(=O)c3cc(F)ccc3F)CC2)c2ccccc21,5,1%
O=C(COc1ncnc2ccccc12)Nc1cc(F)ccc1F,-7,1%
C#CCNC(=O)c1cccc(C(N)=O)c1,0,5%
O=c1oc2ccccc2n1CCN1CCN(c2ccccc2F)CC1,13,35%
Cc1ccc(-c2cnc(CCC(=O)NCc3ccc(OCC(F)(F)F)cc3)o2)cc1,-11,3%
CCC(CC)NC(=O)c1ccc(C)c(C)c1,3,8%
O=c1oc2ccccc2cc1-c1nnc(Nc2ccccc2)s1,-1,21%
CSc1nc2c(c(=O)[nH]1)C(C(=O)Nc1cc(F)cc(F)c1)CC(=O)N2 (stereo unspecified),5,-4%
O=C(O)CCN1CCN(CCC(=O)O)CC1,-2,?
O=c1oc2ccccc2cc1-c1nc(-c2ccc(Cl)cc2)cs1,1,?
CC(=O)c1ccc(N2CCN(C(=O)Cc3c[nH]c4ccccc34)CC2)cc1,1,-8%
Cc1ccc(CN(C)Cc2cc(=O)oc3ccc(C)cc23)cc1,0,-39%
COC(=O)c1ccc(-c2ccc(/C=C(/C#N)c3nc4ccc(C)cc4[nH]3)o2)c(C)c1,1,?
N#Cc1ccc(CCC(=O)NCc2cccnc2)cc1,5,0%
CC1CCCN(c2oc(-c3ccc(Cl)cc3)nc2C#N)C1 (stereo unspecified),0,-43%
Cc1cccc(NC(=O)COC(=O)COc2ccc3ccccc3c2)c1C,4,1%
N#Cc1ccccc1OCC(=O)NC1(C#N)CCCC1,-2,0%
COc1ccc(OC)c(C2=NOC(C(=O)Nc3ccc(OC(F)(F)F)cc3)C2)c1 (stereo unspecified),10,-46%
Cc1ccc(C(=O)C(CC(=O)c2ccc(C)c(C)c2)S(=O)(=O)c2ccc(C)cc2)cc1 (stereo unspecified),-5,12%
C=CCNCc1ccc(-c2ccc(C(C)O)cc2)o1 (stereo unspecified),5,?
COC(=O)c1ccc(C[N+]2(C)CCCCC2)cc1,0,?
O=C(O)/C=C/c1ccc(Cl)c(C(F)(F)F)c1,3,2%
CCCCCSc1nc2c(c(=O)[nH]c(=O)n2C)n1Cc1ccccc1Cl,-7,7%
CC1CCC(C(C)C)C(OC(=O)COC(=O)c2ccc(CSc3ccc(Cl)cc3)cc2)C1 (stereo unspecified),3,?
CC(C)(C)C(=O)N1CCN(c2ccc(NC(=O)C3(c4ccccc4)CCCC3)cc2)CC1,6,-4%
C=CCNc1nc(N)c(C(=O)c2ccccc2)s1,-4,-16%
CCOC(=O)c1ccccc1NC(=O)Nc1cccc(Cl)c1,2,8%
CCC(C)NC(=O)N1CCC2(CC1)Nc1cc(F)ccc1-n1cccc12 (stereo unspecified),-3,-8%
CCCCn1c(-n2nc(C)c(C)c2C)nc2c1c(=O)n(CC(N)=O)c(=O)n2C,-3,1%
O=C(c1sccc1-c1ccccc1)N1CCN(S(=O)(=O)c2cccc(F)c2)CC1,-6,-13%
COC(=O)CCCn1cc(CN2CC(N3CCN(C)CC3)CS2(=O)=O)nn1 (stereo unspecified),0,?
COC(=O)C1=C(C)Nc2nc3ccccc3n2C1c1ccc(OC)cc1 (stereo unspecified),5,-3%
O=[N+]([O-])c1ccc(-c2nc(N3CCCCCC3)c3ccccc3n2)cc1,4,15%
c1ccc2c(c1)CCCC2NCc1cccc2ccccc12 (stereo unspecified),2,?
COc1cc(/C=C(/C#N)C(=O)c2ccccc2)ccc1OC(F)F,7,?
O=C(NCCN1CCCCCC1)C1CC=CCC1 (stereo unspecified),-1,?
CCn1cc(S(=O)(=O)Nc2ccn(Cc3ccccc3F)n2)c(C)n1,-6,27%
N#Cc1nc(-c2ccccc2F)oc1NCC1CCCO1 (stereo unspecified),6,175%[activator]
CCN(CC)C(=S)SC(c1ccc2ccccc2c1[N+](=O)[O-])S(=O)(=O)c1ccc(C)cc1 (stereo unspecified),18,-12%
c1ccc(CCc2nnc(CCc3ccccc3)s2)cc1,-2,?
CCNC(=O)COC(=O)c1ccc2c(=O)n3c(nc2c1)CCCCCC3,0,18%
COC(=O)C(C)Oc1ccc2c(=O)c(-c3ccccc3OC)c(C(F)(F)F)oc2c1 (stereo unspecified),1,-34%
CC(C)NC(=O)c1nn(-c2ccccc2)nc1CO,-12,10%
CC1=C(C(=O)N2CCCCC2)C(c2ccc(N(C)C)cc2)C2=C(CC(C)(C)CC2=O)N1 (stereo unspecified),15,-14%

Reformatted: results already given
canonical_smiles: c1ccc(CCc2nnc(CCc3ccccc3)s2)cc1
  LDHA block = -2	12-LOX inh = ?
canonical_smiles: CCNC(=O)COC(=O)c1ccc2c(=O)n3c(nc2c1)CCCCCC3
  LDHA block = 0	12-LOX inh = 18%

An excerpt; the hit share may differ from the screen's.
